Assay outcomes deposited in PubChem by National Center for Advancing Translational Sciences (NCATS).
TDP1 block: inhibitors of human tyrosyl-DNA phosphodiesterase TDP1; recombinant TDP1, AlphaScreen DNA substrate cleavage; Potency, µM (highest dose often 130 µM), inactives show at the highest dose activity change, negative = inhibition, actives largely listed as inhibitors; actives 0.28% (n = 350,000); AID 485290; note: nearly all actives have a fitted effect of over 40% in size
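Recombinant E. coli-expressed Tdp1 (1 nM) preincubated with compound 15 min at RT, then 5'-biotin/3'-phosphotyrosine-FITC DNA substrate (15 nM) added for 5 min. AlphaScreen beads (10 ug/ml) added, 10 min RT; tyrosine-FITC cleavage read as signal loss.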
TDP1 cell noCPT: qHTS for Inhibitors of human tyrosyl-DNA phosphodiesterase 1 (TDP1): qHTS in cells in absence of CPT; Potency, µM (series often up to 46.2 µM), without a hit: at the top dose activity change, negative = growth inhibition, actives largely listed as inhibitors; DT40 Tdp1-/- hTDP1 cells, no CPT, ATP luminescence, 48 h; AID 686978, 2013; actives 15% (n = 420,000); note: nearly all actives have a fitted effect of over 55% in size
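DT40 Tdp1-/-;hTDP1 cells, no CPT (DMSO vehicle only), 400 cells/well; compounds pin-transferred; ≥48 hr, 37 °C; CellTiter-Glo 30 min RT dark, luminescence read.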
GCN5L2 inh: inhibitors of human GCN5L2 histone acetyltransferase; GCN5L2 HAT assay, ThioGlo1 CoA-SH fluorescence; Potency, µM (top dose mostly 58.9 µM), inactives show at the top dose activity change, negative = inhibition, actives largely listed as inhibitors; actives 0.21% (n = 390,000); AID 504327
Target sequence (Q92830 whole entry, looked up): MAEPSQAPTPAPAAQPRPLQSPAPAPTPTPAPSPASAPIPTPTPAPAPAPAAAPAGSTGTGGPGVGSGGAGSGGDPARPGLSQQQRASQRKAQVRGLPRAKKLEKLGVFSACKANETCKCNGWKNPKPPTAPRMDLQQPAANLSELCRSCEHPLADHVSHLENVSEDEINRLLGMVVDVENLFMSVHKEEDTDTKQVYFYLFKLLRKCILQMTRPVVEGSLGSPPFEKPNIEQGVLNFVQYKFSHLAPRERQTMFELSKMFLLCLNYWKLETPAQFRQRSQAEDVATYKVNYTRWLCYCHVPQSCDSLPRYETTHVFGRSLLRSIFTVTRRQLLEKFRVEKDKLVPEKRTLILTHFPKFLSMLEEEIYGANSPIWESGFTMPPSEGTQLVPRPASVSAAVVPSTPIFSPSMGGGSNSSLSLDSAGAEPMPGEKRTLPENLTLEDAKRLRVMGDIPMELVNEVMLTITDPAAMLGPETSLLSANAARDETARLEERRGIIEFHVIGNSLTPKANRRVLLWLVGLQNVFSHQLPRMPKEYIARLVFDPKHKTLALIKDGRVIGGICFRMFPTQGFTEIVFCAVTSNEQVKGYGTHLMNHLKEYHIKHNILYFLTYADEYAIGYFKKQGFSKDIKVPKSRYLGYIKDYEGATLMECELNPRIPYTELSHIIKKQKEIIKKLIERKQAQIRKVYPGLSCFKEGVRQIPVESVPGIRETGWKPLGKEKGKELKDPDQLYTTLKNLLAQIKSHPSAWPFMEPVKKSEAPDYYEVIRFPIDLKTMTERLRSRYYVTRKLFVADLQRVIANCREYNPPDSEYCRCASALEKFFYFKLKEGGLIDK
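Free CoA generated was detected with ThioGlo1 (50uM) fluorescence at Ex340nm/Em540nm, read immediately and after 20 min at room temperature. Enzyme, 20 nM in HEPES pH 7.5 buffer, saw compounds 15 min before adding 75uM H3(1-25) peptide and 70uM acetyl-CoA.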
Active calls of the source: *; ? = inconclusive; . = not tested or not shown; & = joins results of further samples; [ ] = dose if it differs, or a comment. Calls come from the whole dose curve; as a rule, active = well fitted curve in the direction sought with a large enough effect; inconclusive = small, poorly fitted or top-dose-only effect, or another doubt; inactive = no such curve, though single readings can be large; an effect the other way counts as inactive or inconclusive. % is set by controls: 0 for no effect and ±100 for the full control effect; potency is the fitted concentration of half-maximal effect.

Each structure is followed by: TDP1 block	TDP1 cell noCPT	GCN5L2 inh
CCN(CC)S(=O)(=O)c1ccc(/C=C/C(=O)OCC(=O)NCc2cccs2)cc1
    1%	?	-3%
CC(C)c1ccc(OC(=O)c2cc(-c3ccc(Cl)cc3)on2)cc1
    1%	-12%	-1%
COc1ccc(N(/N=C2\Sc3ccccc3C2=O)C(C)=O)cc1
    5%	-6%	14%
Cc1ccc(OCc2nnc(SCC(=O)Nc3nccs3)n2-c2ccccc2)cc1C
    10%	?	-2%
C=CCNCCCCOc1ccccc1-c1ccccc1
    -3%	?	-4%
CCN(CC)c1ccc(/C=N/NC(=O)c2cc(C)nc3ccccc23)cc1
    .	?	-12%
Cc1ccnc(NC(=O)c2ccc(NS(=O)(=O)/C=C/c3ccccc3)cc2)c1
    0%[0.505 µM]	-9%	-4%
CCNS(=O)(=O)c1cc(OC)ccc1OC
    4%	-4%	-6%[0.501 µM]
O=C(Nc1ccc(N2CCCC2)cc1)C(c1ccccc1)c1ccccc1
    5%	?	-5%[0.501 µM]
S=c1[nH]nc(-c2cccs2)n1/N=C/c1cn(-c2ccccc2)nc1-c1cccs1
    .	-29%	0%
CCOC(=O)c1c(NC(=O)CN2CCN(C)CC2)sc(C(=O)Nc2ccccc2)c1C
    5%	?	4%
O=C(/C=C/c1cccc(Cl)c1)c1nc2ccccc2[nH]1
    -1%	9.2µM*	-17%
COc1ccc2cc(C(=O)Nc3ccc(F)cc3)sc(=O)c2c1OC
    .	?	-15%
Cc1cc(F)ccc1NC(=O)C(C(C)C)N1Cc2ccccc2C1=O (centres undefined)
    2%	-27%	-4%
COc1ccc(NC(=O)CSc2nn3c(=O)c(C)nnc3s2)cc1
    3%	21%	-2%
Cc1ccc(C(=O)NNC(=O)COc2ccc(Cl)cc2C)o1
    0%	?	3%
CCCCc1ccc(Nc2cc(C)nc(-n3nc(C)cc3C)n2)cc1
    8%	5.2µM*	?
COc1ccc(Oc2ccc(C(F)(F)F)cc2NC(=O)c2ccc(OC)cc2)cc1
    -6%	?	-27%
CCOC(=O)C1=C(C)NC(=O)N(C(C)=O)C1c1ccc(Cl)cc1 (centres undefined)
    0%	-29%	-2%
OC1(c2ccc(Br)cc2)CN(c2ccccc2)C2=[N+]1CCS2 (centres undefined)
    6%	?	-4%
CCOC(=O)N1CCN(C(=O)c2ccc3c(c2)N(CC)CCS3)CC1
    4%	?	-21%
C=CCOc1cccc(CNCCCN2CCOCC2)c1
    -4%	-20%	-3%
CC(C)(C)Sc1ccc(/C=N/O)cc1[N+](=O)[O-]
    5%	1%	-2%
CNC(=O)c1ccsc1NC(=O)CCS(=O)(=O)c1ccc(F)cc1
    .	?	-1%
OCC1(Cc2ccccc2)CCCN(Cc2cnn(-c3ccccc3)c2)C1 (centres undefined)
    2%	?	1%
COc1ccccc1N1CCN(C(=O)c2ccc(C(C)(C)C)cc2)CC1
    2%	5.8µM*	-2%
CN1CCN(S(=O)(=O)c2cccc(C(=O)Oc3ccccc3Cl)c2)CC1
    2%	-11%	-6%
CCCCn1c(N)c(N(CCOC)C(=O)c2ccc(Cl)c(S(=O)(=O)N3CCCCC3)c2)c(=O)[nH]c1=O
    -1%	-2%	-2%
Cc1ccc(S(=O)(=O)c2nnn3c2nc(NC2CCN(Cc4ccccc4)CC2)c2ccccc23)cc1C
    5%	5.8µM*	-11%
Cc1cccc(CSc2ccc(-c3ccco3)nn2)c1
    -3%	-10%	24%
CCOC(=O)c1c(S(=O)(=O)N2CCCC(C(=O)N(C)Cc3ccccc3)C2)c(C)n(C)c1C (centres undefined)
    4%	?	-1%
CCN1C(=O)[C@H]2[C@H]3CN=C(SCc4ccc(C(=O)OC)cc4)N3[C@@](C)(C(=O)OC)[C@H]2C1=O
    0%[56.1 µM]	?	-1%
COC(=O)c1c(NC(=O)C2CC2)sc2c1CCCC2
    5%	-25%	1%
O=C(c1ccc(F)c(S(=O)(=O)N2CCOCC2)c1)N1CCc2ccccc21
    2%	?	-4%
Cc1nn(C)c(Oc2ccc(Cl)cc2)c1C=O
    0%	-25%	-1%
Cc1ccc(NC(=O)CCC(=O)c2cccs2)c(O)c1
    .	-28%	6%
Cc1nc(N2CCN(C(c3ccccc3)c3ccccc3)CC2)[nH]c(=O)c1C
    4%	?	-2%
COc1ccc(C(c2nnnn2C2CCCCC2)N2CCN(c3ccc(OC)cc3)CC2)cc1 (centres undefined)
    12%	16µM*	-10%
O=C(COC(=O)c1ccc(O)cc1O)Nc1ncc(Cl)cc1Cl
    .	-13%	-2%
COc1ccccc1C(=O)N/C(=C\c1ccc(Br)cc1)C(=O)NCCC(=O)O
    6%	-5%	-2%
O=C(CC1C(=O)NCCN1C(=O)c1ccc([N+](=O)[O-])cc1)Nc1ccc(F)cc1 (centres undefined)
    1%	11%	-2%
CCCNC(=O)NC(=O)CSc1nc2cc(C(=O)OC)ccc2c(=O)n1-c1ccccc1
    3%	?	-6%
CCOc1ccc(C)cc1-n1nc2ccccc2n1
    -1%	-9%	1%
CC(C)Cn1c(CCC(=O)O)ccc1-c1cccs1
    -4%[56.1 µM]	-12%	-1%
COC(=O)c1ccccc1NC(=O)c1ccc2c(c1)CCN2S(=O)(=O)c1ccc(C)cc1
    0%	?	-5%
Cn1c(=O)c(Oc2ccc(Cl)cc2)c(O)c2ccccc21
    0%	?	-14%
COc1ccc(NC(=O)C2CCN(C(=O)c3ccccc3)CC2)c(OC)c1
    -4%	-8%	-2%
Brc1ccc(-c2noc(C3CCCCC3)n2)cc1
    0%	-15%	-1%
CC(=O)c1cccc(NC(=O)c2nc(-c3ccccc3)n(-c3cccc(C)c3)n2)c1
    6%	10µM*	-14%
Cc1ccccc1-c1cc(N2CCN(C)CC2)ncn1
    .	6%	-10%
Cc1ccc(/C=N/NC(=O)c2nnn(-c3nonc3N)c2CN(C)C)s1
    -3%	29%	-18%
COc1ccc(OS(=O)(=O)Cc2ccccc2)cc1
    .	?	-6%
CC(C)c1ccc(S(=O)(=O)N2CCN(C(=O)C3CC3C)CC2)cc1 (centres undefined)
    0%	?	-7%
CCOC(=O)/C(=C\c1cn(C)c2ccccc12)[N+](=O)[O-]
    0%	?	-2%
Cc1ccccc1NS(=O)(=O)c1ccc2[nH]c(=O)[nH]c2c1
    3%	28%	-4%
COc1ccc(S(=O)(=O)Nc2cccnc2)cc1
    1%	7%	-19%
CCCCNC(=O)C(c1ccc(OCC(=O)OC)c(C(=O)OC)c1)N(CCOC)C(=O)CCCCCN1C(=O)NC(c2ccc(-c3ccccc3)cc2)C(C(=O)OCc2ccccc2)=C1C (centres undefined)
    -1%&9%	.	-10%
CCOC(=O)C(=O)C1=C(N2CCOCC2)/C(=C\c2ccc(F)cc2)CC1
    -3%	?	-8%
CCOc1ccc(CCNC(=O)c2ccc(CS(=O)(=O)Cc3ccccc3Cl)o2)cc1OCC
    12%	23µM*	-8%
CCn1cc(C(=O)NCCCN2CC(C)CC(C)C2)c2cc(OC)c(OC)cc2c1=O (centres undefined)
    5%	-9%	-5%

Arranged by formula weight (descending): 13 of the compounds above.
Each structure is followed by: TDP1 block	TDP1 cell noCPT	GCN5L2 inh
CCCCNC(=O)C(c1ccc(OCC(=O)OC)c(C(=O)OC)c1)N(CCOC)C(=O)CCCCCN1C(=O)NC(c2ccc(-c3ccccc3)cc2)C(C(=O)OCc2ccccc2)=C1C (centres undefined)
    -1%&9%	.	-10%
CCOc1ccc(CCNC(=O)c2ccc(CS(=O)(=O)Cc3ccccc3Cl)o2)cc1OCC
    12%	23µM*	-8%
CCOC(=O)c1c(S(=O)(=O)N2CCCC(C(=O)N(C)Cc3ccccc3)C2)c(C)n(C)c1C (centres undefined)
    4%	?	-1%
COc1ccc(C(c2nnnn2C2CCCCC2)N2CCN(c3ccc(OC)cc3)CC2)cc1 (centres undefined)
    12%	16µM*	-10%
COc1ccccc1C(=O)N/C(=C\c1ccc(Br)cc1)C(=O)NCCC(=O)O
    6%	-5%	-2%
CC(=O)c1cccc(NC(=O)c2nc(-c3ccccc3)n(-c3cccc(C)c3)n2)c1
    6%	10µM*	-14%
Cc1ccccc1NS(=O)(=O)c1ccc2[nH]c(=O)[nH]c2c1
    3%	28%	-4%
COC(=O)c1c(NC(=O)C2CC2)sc2c1CCCC2
    5%	-25%	1%
COc1ccc(OS(=O)(=O)Cc2ccccc2)cc1
    .	?	-6%
CC(C)Cn1c(CCC(=O)O)ccc1-c1cccs1
    -4%[56.1 µM]	-12%	-1%
Cc1ccccc1-c1cc(N2CCN(C)CC2)ncn1
    .	6%	-10%
CCOc1ccc(C)cc1-n1nc2ccccc2n1
    -1%	-9%	1%
Cc1nn(C)c(Oc2ccc(Cl)cc2)c1C=O
    0%	-25%	-1%

(more compounds)
Each structure is followed by: TDP1 block	TDP1 cell noCPT	GCN5L2 inh
CCC(C)(C)c1nnc(NC(=O)C2CC(=O)N(CCc3ccc(F)cc3)C2)s1 (centres undefined)
    7%	-5%	-4%
Cc1cc(O)c(C2=Nc3ccccc3SC(c3ccc(Cl)cc3)C2)c(=O)o1 (centres undefined)
    5%	7.3µM*	0%
CN(C)CCNC(=S)Nc1ccc(Cl)cc1Cl
    1%	3%	1%
CC(=O)Nc1ccc(S(=O)(=O)N2CCN(S(=O)(=O)N3CCOCC3)CC2)cc1
    13%[0.0935 µM]	?	-6%
CC(/C=N\NC(=O)c1ccc2c(c1)OCO2)c1ccccc1 (centres undefined)
    6%	8%	?
COc1ccc(C(CNC(=O)c2cccc(NC(=O)c3cccs3)c2)N2CCCC2)cc1 (centres undefined)
    1%	?	0%
COc1ccc(C(CNC(=O)Cc2ccccc2)N2CCCCC2)cc1 (centres undefined)
    .	?	2%
CCOc1ccc(NC(=O)CN2C(=O)NC3(CCCCCC3)C2=O)cc1
    0%	-25%	0%
Nc1nnc(-c2cccc(Cl)c2Cl)c(N)n1
    5%	-6%&9%&-10%	-7%&-6%&1%&1%
CN(CC(=O)Nc1ccccc1F)S(=O)(=O)c1ccc2c(c1)c(=O)n(C)c(=O)n2C
    2%	?	0%
C/C=C/C=C/C(=O)Nc1nccs1
    -1%	-3%	7%
CCOC(=O)C1=C(C)NC(C)=C(C(=O)OCC)C1C(=O)OCC(=O)N1CCc2ccccc2C1
    0%	-26%	-6%
O=C1c2ccccc2-c2cccc(C(=O)N3CCCCCC3)c21
    5%	?	1%
O=C(N/N=C/c1ccco1)c1cc(-c2ccc(Cl)cc2)n[nH]1
    -5%	-10%	-6%
CC1CCC(NC(=O)c2ccc3c(c2)N(Cc2ccccc2F)C(=O)c2ccccc2S3)CC1 (centres undefined)
    4%	?	-1%
COc1ccc(C2c3cc(OC)c(OC)cc3CCN2C(=O)c2ccccc2Br)cc1OC (centres undefined)
    6%	?	-24%
CCCCc1cc(=O)oc2cc(C)cc(OCC(=O)NCC3CCC(C(=O)O)CC3)c12 (centres undefined)
    .	-5%	-18%
CCc1ccccc1S(=O)(=O)Cc1ccc(C(=O)NCCc2ccc(C)cc2)o1
    0%	29µM*	-5%
Cc1cccc(OCCCC(=O)Nc2ccc(S(N)(=O)=O)cc2)c1C
    2%	-15%	-1%
Cc1[nH]c2ccccc2c1/C=N/NC(=O)c1cccc([N+](=O)[O-])c1
    5%	?	-8%
Cc1onc(-c2ccccc2)c1C(=O)/C=C/N(C)C
    3%	-7%	-2%
COc1ccccc1-c1c(C)nn2c(-c3ccccc3)cc(-c3ccccc3)nc12
    -1%	-26%	-9%
Cc1nnc(Nc2ccc(C(=O)O)cc2)[nH]c1=O
    -4%	2%	-4%
CCOc1ccc(-n2c(=O)c3sccc3n(CC(=O)Nc3cccc(OC)c3)c2=O)cc1
    ?	-23%	-7%
COc1ccccc1OCCn1cc(C(=O)C(C)C)c2ccccc21
    .	?	-4%
COc1ccc(NC(=O)Nc2cccc3c2O[C@H](CN(C)S(=O)(=O)c2ccc(F)cc2)[C@@H](C)CN([C@H](C)CO)C3=O)cc1
    2%	-11%	-1%
Cc1cc(C)n(CC2CC(=O)N(c3ccc(F)c(Cl)c3)C2=O)n1 (centres undefined)
    6%	-22%	2%
O=C(c1ccccc1)N1CCN(C(=O)C23CC4CC(CC(C4)C2)C3)CC1
    -2%	?	-2%

Look-ups from above:
CC1CCC(NC(=O)c2ccc3c(c2)N(Cc2ccccc2F)C(=O)c2ccccc2S3)CC1 (centres undefined) – GCN5L2 inh = -1%
Cc1onc(-c2ccccc2)c1C(=O)/C=C/N(C)C – GCN5L2 inh = -2%

This is a subset. The share of hits here may be higher or lower than overall.
